# Rev-erbA mod: Rev-erb alpha (human) modulation; P20393; Rev-erbα–FITC-DNA binding, fluorescence polarization, 90 min; activity, % at 10 µM; 370,000 tested, 0.79% active; AID 1259318;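 active = activity above about 14%, limit read from the data; passing the limit was not always enough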;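 also: 0% = DMSO wells with 35 nM protein and 100% = DMSO wells with 750 nM protein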
# TDP2 inh: blocks human TDP2 phosphodiesterase activity | O95551 | recombinant TDP2, T5PNP hydrolysis, p-nitrophenol absorbance 415 nm | inhibition, % at 12.8 µM | 370,000 tested, 0.34% active | AID 720702;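 active = inhibition above the mean of all tested compounds plus 3 SD, set per campaign, cut at about 25% in these data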;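 also: 0% = DMSO with enzyme and 100% = buffer with substrate but no TDP2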
#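 Read-out basis: percent inhibition. System: recombinant human TDP2. Buffer or medium: Mg2+-containing Tris-HCl buffer, pH 7.5. Repeats: single replicate. Timing: reaction 2 h, 37 °C. Benchmarks: high control without enzyme, low control DMSO plus TDP2. Probe or stimulus: 5 mM T5PNP. Doses: 12.8 µM only. Measured by: epi absorbance of p-nitrophenol freed from T5PNP by hydrolysis.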
# ABHD4 inh: inhibitors of mouse ABHD4 | purified mABHD4, FP-Rh probe fluorescence polarization | inhibition, % at 8.92 µM | AID 720543 | 370,000 tested, 0.54% active;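 active = inhibition exceeding the mean over every tested compound plus 3 SD, cut at about 30% in these data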;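 also: 0% = plate median of compound wells and 100% = S159A mutant with DMSO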
# Target sequence (Q8VD66 whole entry, looked up): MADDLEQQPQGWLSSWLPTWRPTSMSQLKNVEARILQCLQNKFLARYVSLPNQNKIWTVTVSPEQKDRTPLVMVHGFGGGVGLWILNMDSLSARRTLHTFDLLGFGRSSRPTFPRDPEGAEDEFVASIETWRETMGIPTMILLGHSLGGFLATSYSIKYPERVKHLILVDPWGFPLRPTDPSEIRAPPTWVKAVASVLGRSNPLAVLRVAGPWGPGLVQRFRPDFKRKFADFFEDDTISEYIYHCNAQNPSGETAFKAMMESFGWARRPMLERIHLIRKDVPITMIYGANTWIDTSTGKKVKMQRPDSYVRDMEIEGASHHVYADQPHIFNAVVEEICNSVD
#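 Test system: mouse ABHD4 enzyme, wild type. Reagent: FP-Rh fluorescent activity-based probe, added after compound pre-incubation. Timing: pre-incubation 45 min, probe exposure 60 min, at 25 °C. Technique: FP readout, ex 525 nm / em 598 nm. Benchmarks: high control S159A mutant with DMSO, low control median of compound wells.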
# rCAG RNA binder: r(CAG) repeat RNA binding; AID 651821; TO-PRO-1 dye displacement fluorescence; 370,000 tested, 1.3% active; inhibition, % at 3 µM;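 active = inhibition above the plate cutoff, the mean of all test compounds on that plate plus 3 SD, cut at about 35% in these data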;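 also: 0% = DMSO alone and 100% = 100 µM mitoxantrone as full dye displacement; higher means more dye released from RNA so lower well fluorescence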
# TCR-CD3 inh: human TCR-CD3 binding inhibition; AID 651800; inhibition, % at 9.4 µM; 360,000 tested, 0.37% active; TAMRA-labeled TCR probe fluorescence, biochemical; in the data active = inhibition above about 19%;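 also: recombinant mutant TCR 2C K166C tagged with TAMRA read by polarization; 0% = receptor in buffer alone and 100% = receptor with positive control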
# SIAE primary: blocks human sialic acid acetylesterase. Q9HAT2. SIAE FP-Rh probe binding, fluorescence polarization. inhibition, % at 9.66 µM. 370,000 tested, 0.69% active. AID 1053197;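 active = inhibition above a cutoff: mean of compounds within the control limits plus 3 SD of those, cut at about 17% in these data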;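 also: 0% = plate median of compound wells and 100% = probe without SIAE protein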
# Target sequence (Q9HAT2 whole entry, looked up): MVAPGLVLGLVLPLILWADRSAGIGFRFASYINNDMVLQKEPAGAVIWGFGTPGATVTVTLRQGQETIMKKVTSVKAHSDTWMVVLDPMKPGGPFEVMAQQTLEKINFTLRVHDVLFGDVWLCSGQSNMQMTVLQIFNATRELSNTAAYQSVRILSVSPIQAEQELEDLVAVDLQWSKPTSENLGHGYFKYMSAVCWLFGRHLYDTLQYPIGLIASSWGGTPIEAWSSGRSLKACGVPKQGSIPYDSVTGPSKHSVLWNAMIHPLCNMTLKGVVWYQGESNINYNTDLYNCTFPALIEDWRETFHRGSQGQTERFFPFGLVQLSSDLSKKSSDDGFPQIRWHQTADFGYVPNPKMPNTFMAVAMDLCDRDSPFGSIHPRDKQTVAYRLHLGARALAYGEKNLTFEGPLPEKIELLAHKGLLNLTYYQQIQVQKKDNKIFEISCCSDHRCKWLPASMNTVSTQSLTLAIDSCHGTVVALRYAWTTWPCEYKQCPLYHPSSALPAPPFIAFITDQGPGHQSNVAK
# PG9 Ab binder: small molecules binding HIV-1 gp120 antibody PG9 | TR-FRET gp120-PG9 antibody binding | inhibition, % at 6.7 µM | 360,000 tested, 0.43% active | AID 624416; in the data active = inhibition above about 8.5%
# LEDGF integ inh: blocks HIV-1 LEDGF/p75-dependent DNA integration. AID 743269. inhibition, % at 3.7 µM. 370,000 tested, 0.64% active. TR-FRET IN-LEDGF/p75 DNA integration, Eu/Cy5;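 active = inhibition above the screen-wide mean plus 3 SD, cut at about 13% in these data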;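 also: signal is the Cy5 over europium emission ratio at 671 and 618 nm; 0% = plate median of compound wells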
# PRMT1 inh: PRMT1 (human) inhibition, primary screen | Q99873 | recombinant PRMT1, activity-based probe fluorescence polarization | inhibition, % at 2.79 µM | 370,000 tested, 1.3% active | AID 652257;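 active = inhibition above about 21% made by adding two undisclosed values, limit read from the data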
# HTRA1 inh: inhibitors of human serine peptidase HTRA1. inhibition, % at 5.96 µM. AID 504803. 340,000 tested, 0.5% active. recombinant HTRA1, FP-rhodamine activity-based probe, fluorescence polarization. Q92743; in the data active = inhibition above about 36%;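 also: 0% = enzyme with DMSO and 100% = wells lacking enzyme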
# * hit, by the source's call; x = no result given. An excerpt. The share of hits here may be higher or lower than overall.
SMILES,Rev-erbA mod,TDP2 inh,ABHD4 inh,rCAG RNA binder,TCR-CD3 inh,SIAE primary,PG9 Ab binder,LEDGF integ inh,PRMT1 inh,HTRA1 inh
CCOc1ccc(N/N=C(/C#N)C(N)=O)cc1,2,-8,0,-1,-5,3,-0.5,-3,-4,1
CC(C)(C)OC(=O)C[C@H]1C/C=C\C[C@@H](CC(=O)N[C@H](CO)Cc2ccccc2)C(=O)N2CCC[C@H]2COC1=O,-1,3,2,-12,9,7,0.8,0,-2,-4
O=c1nccc(SCc2ccc(Cl)cc2Cl)[nH]1,8,23,-4,3,-3,0,-0.9,-1,2,-3
COc1ccc(CNS(=O)(=O)c2ccc(S(=O)(=O)N3CCCCC3)cc2)cc1,0,-14,7,4,4,0,0.4,7,-2,-2
COc1ccc(NC(=O)/C(=C\c2cccs2)NC(=O)c2ccco2)cc1,-1,-9,-2,1,-2,-3,-2.3,3,-4,4
COC(=O)CN(C#N)c1nc(C)cc(C)n1,-4,2,1,3,1,4,-0.7,1,0,-1
COC(=O)Nc1sc2c(c1C(=O)N1CCOCC1)CCC(C)C2 (configuration not stated),-1,-3,4,-1,5,-5,3.3,-3,10,3
CCc1ccc(NC(=S)N(CCN(C)C)C(C)c2ccncc2)cc1 (configuration not stated),3,4,1,-5,6,6,0.3,-3,2,8
Cc1cc(C(F)(F)F)n2nc(-c3cnn(C)c3C(F)(F)F)c(Br)c2n1,3,9,-7,-2,-2,-6,-1.6,3,0,-1
COC(=O)c1c(NC(=O)C(C)(C)C)sc2c1CCN(Cc1ccccc1)C2,8,-16,3,0,-4,11,-0.7,0,1,-19
CCN(CC)S(=O)(=O)c1cccc(NC(=O)CNC2CCCCCC2)c1,-4,19,7,-4,10,2,0.3,1,1,1
Cc1ncc(CN2CCCC(C(=O)Nc3ccc(-c4ccco4)cc3)C2)cn1 (configuration not stated),-24,-1,-3,10,-2,-5,-1.8,3,10,-1
CC(=O)N(Cc1cc2cc(C)c(C)cc2n2nnnc12)CC1COCCO1 (configuration not stated),-4,14,1,-2,7,9,-0.8,1,1,2
C=C(C)[C@@H]1CC[C@]2(C(=O)O)CC[C@]3(C)C(CCC4[C@@]5(C)CC[C@H](O)C(C)(C)C5CC[C@]43C)C12 (some centres not stated),-4,-17,-5,3,0,4,1.4,4,-7,0
CCCN(CCC)CCCNC(=O)c1cn(CC)c2ccc(S(=O)(=O)N(C)C3CCCCC3)cc2c1=O,3,-15,0,-6,-4,11,1.1,-2,-1,-4
Cn1c(/N=C/c2cccs2)nc2ccccc21,4,-1,-9,1,0,16,-2.8,0,-2,5
Cc1nc(-c2ccc(F)cc2)c(CC(=O)N2CCN(S(=O)(=O)c3cccc([N+](=O)[O-])c3)CC2)s1,-1,4,0,8,-1,1,0.2,1,-1,-16
CCOc1ccccc1NC(=O)CSc1nc2[nH]ncc2c(=O)[nH]1,4,9,-5,2,-2,-9,-2.5,2,-3,5
COc1ccc(S(=O)(=O)N2CCOCC2)cc1NC(=O)CSc1ccccc1,0,-13,-3,5,5,-1,-3.4,-2,-3,-1
COc1ccc(-c2cc(NC=O)c3ncc(-c4ccc(C(C)=O)cc4)n3c2)cn1,-1,-8,-4,12,5,-18,0.4,-5,-1,x
COc1ccccc1CNC(=O)c1cc(-c2ccccc2)nn1CC1CC(c2cccc([N+](=O)[O-])c2)=NO1 (configuration not stated),-1,-5,-23,15,-8,-22,0.6,0,1,-26
CC1Nc2ncnc(N3CCN(c4ccccn4)CC3)c2N(Cc2ccccc2)C1=O (configuration not stated),-2,4,2,4,1,-1,-0.7,1,1,-21
CCOc1ccc(Br)cc1S(=O)(=O)N1CCC(C(=O)O)CC1,-7,0,12,-2,-3,-6,1.2,0,1,-2
S=C(c1ccc(-c2cc(Cl)ccc2Cl)o1)N1CCOCC1,0,-4,3,3,-5,2,0.2,-1,2,-18
Cc1ccc(S(=O)(=O)N2CCCC2CNC(=O)C(=O)Nc2ccc(F)cc2F)cc1 (configuration not stated),-3,2,-3,-3,-1,7,0.7,-4,-3,-8
O=C(Nc1ccc(Cl)cc1C(=O)NCCN1CCOCC1)c1ccc(Cl)cc1Cl,-3,-12,-7,-2,0,-4,-1.6,-2,-2,-3
COc1ccc(/C=C2\SC(=O)N(CCC(=O)Nc3ccc(S(=O)(=O)Nc4nccs4)cc3)C2=O)cc1,-8,-6,-16,80*,4,-120,-1.8,0,2,-55
COc1ccc(-c2cc3ccccc3oc2=O)cc1NC(=O)c1ccc(Br)o1,16,-7,2,8,3,-48,1.8,-2,3,-10
CCCC1=[N+](CC(C)=O)CCn2c(C)ccc21,1,-1,-1,-1,2,-2,0.6,6,3,-1
CC(C)(C)NC(=O)COc1ccc(-c2ccccc2)cc1,2,-3,-7,-7,6,-4,2.2,5,-2,-5
CCCc1cc(=O)[nH]c(SCc2ccc(C#N)cc2)n1,-3,-1,-2,0,3,-2,-1.1,0,-1,-1
COC(=O)[C@]12CCCCC=C1N(Cc1ccc(Cl)cc1Cl)C(=O)[C@H](CC(=O)NCC1CCCCC1)C2,-1,-2,0,9,-5,-2,1.0,-2,4,x
COc1ccc(-n2nnnc2-c2cccc(OC)c2)cc1,7,6,1,5,2,0,-0.9,1,2,5
Cc1nc(NC(C)(C)CO)c([N+](=O)[O-])cc1[N+](=O)[O-],-1,1,-3,-1,7,6,-1.3,-1,0,3
COc1ccc(-n2nc(C(=O)NCC(=O)NC3CCCC(C)C3C)c3ccccc3c2=O)cc1 (configuration not stated),8,-1,-3,4,-3,2,1.7,3,0,-17
Clc1ccc(COc2ccccn2)cc1Cl,3,-4,-5,1,2,4,-2.6,0,-2,7
COc1ccc(NC(=O)CCCN2C(=O)C3CC=CCC3C2=O)cc1 (configuration not stated),9,-6,5,-3,3,6,-2.7,-1,0,16
O=C(OCCc1cc2ccccc2c(=O)o1)c1cccs1,0,-3,5,-3,0,-4,-2.0,0,2,-12
CCOc1ccccc1-n1nnnc1SCC(=O)NC(=O)NCc1ccco1,-2,-9,3,8,3,5,-0.9,5,0,-3
CCOc1ccc(C2C(C(C)=O)=C(O)C(=O)N2CCc2c[nH]c3ccccc23)cc1 (configuration not stated),-3,-2,9,17,9,9,-1.2,-3,-3,-2
CCN(CC)c1nc(-c2ccccc2)nc2c1sc(=S)n2CC,4,14,-5,0,5,-3,1.2,-3,0,4
C/C(=N/NC(N)=S)c1cc2ccc(O)cc2oc1=O,7,15,8,-3,-1,3,-3.7,-1,2,0
O=C(Nc1ccccc1)NC1CCCCC1,0,-4,-9,1,4,5,1.1,0,3,2
CCCn1c(=O)n(C)c(=O)c2c(SCC(=O)NCC(c3ccccc3)N(C)C)nc(CC(C)C)nc21 (configuration not stated),-1,-4,2,-9,-7,10,3.0,4,-3,-7
Cc1nc(-c2ccc(Cl)cc2)sc1C1(C)CC(c2ccccc2)=NO1 (configuration not stated),0,2,-9,6,8,-1,-1.6,0,0,-10
CCOC(=O)C1CCCN(C(=O)c2ccccc2Oc2ccccc2)C1 (configuration not stated),4,1,8,-5,-5,-7,0.3,-1,2,0
CCCn1c(SCC(=O)N2CCc3ccccc3C2)nc2c1c(=O)n(C)c(=O)n2C,3,-1,7,-2,4,15,-2.1,2,0,-6
Cc1cccc(S(=O)(=O)N(C)C[C@H]2OCc3cnnn3CCCC(=O)N([C@@H](C)CO)C[C@H]2C)c1,1,-8,3,2,2,-1,-1.3,-5,-2,1
NC(=O)c1cccnc1Nc1cccc([N+](=O)[O-])c1,0,-7,0,2,10,-3,-0.1,3,-2,-6
CN(C)S(=O)(=O)c1ccc(N2CCCC2)c(C(=O)NNC(=O)COc2ccccc2Cl)c1,4,-10,-10,2,3,2,-1.5,7,-4,-3
CCCCNC(=O)CSc1nc2ccc(NC(=O)CSc3nnc(N)s3)cc2s1,-1,-3,-7,4,4,-1,-3.2,0,1,0
Clc1ccccc1OCc1nc(-c2ccccn2)no1,0,0,-3,-4,12,-3,0.6,-1,1,-5
COC(=O)c1cccc(NC(=S)Nc2cccc(Cl)c2Cl)c1,-1,-3,-7,4,6,7,-3.8,4,5,8
CCOc1ccccc1N1CCN(C(=O)c2c(C)noc2C)CC1,-1,7,-1,-6,-1,2,-1.3,-3,3,-5
COc1ccccc1/C=C/C(=O)OCC(=O)c1cc(C)n(C)c1C,-6,5,-1,5,0,1,-0.8,-1,4,-12

# In a second layout: results already given.
SMILES | Rev-erbA mod | TDP2 inh | ABHD4 inh | rCAG RNA binder | TCR-CD3 inh | SIAE primary | PG9 Ab binder | LEDGF integ inh | PRMT1 inh | HTRA1 inh
CCOc1ccc(N/N=C(/C#N)C(N)=O)cc1 | 2 | -8 | 0 | -1 | -5 | 3 | -0.5 | -3 | -4 | 1
CC(C)(C)OC(=O)C[C@H]1C/C=C\C[C@@H](CC(=O)N[C@H](CO)Cc2ccccc2)C(=O)N2CCC[C@H]2COC1=O | -1 | 3 | 2 | -12 | 9 | 7 | 0.8 | 0 | -2 | -4
O=c1nccc(SCc2ccc(Cl)cc2Cl)[nH]1 | 8 | 23 | -4 | 3 | -3 | 0 | -0.9 | -1 | 2 | -3
COc1ccc(CNS(=O)(=O)c2ccc(S(=O)(=O)N3CCCCC3)cc2)cc1 | 0 | -14 | 7 | 4 | 4 | 0 | 0.4 | 7 | -2 | -2
COc1ccc(NC(=O)/C(=C\c2cccs2)NC(=O)c2ccco2)cc1 | -1 | -9 | -2 | 1 | -2 | -3 | -2.3 | 3 | -4 | 4
COC(=O)CN(C#N)c1nc(C)cc(C)n1 | -4 | 2 | 1 | 3 | 1 | 4 | -0.7 | 1 | 0 | -1
COC(=O)Nc1sc2c(c1C(=O)N1CCOCC1)CCC(C)C2 (configuration not stated) | -1 | -3 | 4 | -1 | 5 | -5 | 3.3 | -3 | 10 | 3
CCc1ccc(NC(=S)N(CCN(C)C)C(C)c2ccncc2)cc1 (configuration not stated) | 3 | 4 | 1 | -5 | 6 | 6 | 0.3 | -3 | 2 | 8
Cc1cc(C(F)(F)F)n2nc(-c3cnn(C)c3C(F)(F)F)c(Br)c2n1 | 3 | 9 | -7 | -2 | -2 | -6 | -1.6 | 3 | 0 | -1
COC(=O)c1c(NC(=O)C(C)(C)C)sc2c1CCN(Cc1ccccc1)C2 | 8 | -16 | 3 | 0 | -4 | 11 | -0.7 | 0 | 1 | -19
CCN(CC)S(=O)(=O)c1cccc(NC(=O)CNC2CCCCCC2)c1 | -4 | 19 | 7 | -4 | 10 | 2 | 0.3 | 1 | 1 | 1
Cc1ncc(CN2CCCC(C(=O)Nc3ccc(-c4ccco4)cc3)C2)cn1 (configuration not stated) | -24 | -1 | -3 | 10 | -2 | -5 | -1.8 | 3 | 10 | -1
CC(=O)N(Cc1cc2cc(C)c(C)cc2n2nnnc12)CC1COCCO1 (configuration not stated) | -4 | 14 | 1 | -2 | 7 | 9 | -0.8 | 1 | 1 | 2
